# Screening data as filed in PubChem BioAssay.
# SW480 rereplic = inducers of DNA re-replication in SW480 colon cancer cells. Potency, µM (titrated, usually from 46.1 µM), for the others: at the top dose re-replication activation, most hits filed as activators. hit rate 1.8% among 340,000. SW480 DNA re-replication, Hoechst DNA content imaging, 48 h; also: potency is read from the fitted curve at half-maximal effect; % of control where 0% means no effect; nearly all actives have a fitted effect of over 55% in size
#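 Cells (250 per well) received 23 nL compound or DMSO by pin tool and were kept 48 hr at 37 C, 5% CO2. Nuclei were then stained with Hoechst for 40 min and scanned for DNA content.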
# KB-3-1 tox = KB-3-1 parental cell cytotoxicity | KB-3-1 viability, CellTiter-Glo ATP luminescence, 72 h | Potency, µM (titrated, usually from 46.1 µM), without a hit: at the top dose activity change, negative = cytotoxic, actives largely listed as cytotoxic | hit rate 1.4% among 400,000; also: potency is read from the fitted curve at half-maximal effect; % is scaled to controls: 0 for no effect and ±100 for the full control effect; nearly all actives have a fitted effect of over 60% in size
#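 KB-3-1 cells, DMEM (no phenol red) + 10% FBS; compound by pin transfer, 72 h, 37 °C. Readout: CellTiter-Glo luminescence after 10 min. Data normalized, curve-fitted.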
# IL-1B inflam inh = blocks inflammasome-driven IL-1 beta release; THP-1 LPS/ATP IL-1B secretion, AlphaLISA, 16 h; active compounds read low; activity change, % at 57.5 µM; hit rate 4.7% among 360,000; AID 743279; in the data active = activity change below about -50%; inconclusive = mostly about -30% to -49%; also: % is scaled to controls: 0 for no effect and ±100 for the full control effect
#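 THP-1 cells pretreated 1 hr with compounds (up to 57.5 uM final), then stimulated with LPS (250 ng/mL final) plus ATP (1.25 mM final); secreted IL-1B measured by AlphaLISA after 16 hr, decreased signal indicating inhibition.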
# KB-V1 MDR tox = KB-V1 MDR subline cytotoxicity; KB-V1 MDR cells viability, CellTiter-Glo, 72 h; Potency, µM (highest dose often 46.1 µM), for the others: at the highest dose activity change, negative = cytotoxicity, actives largely listed as cytotoxic; hit rate 3.4% among 400,000; AID 1347076; also: potency is read from the fitted curve at half-maximal effect; % is scaled to controls: 0 for no effect and ±100 for the full control effect; nearly all actives have a fitted effect of over 60% in size
#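 In this primary screen, KB-V1 cells overexpressing P-gp are incubated with library compounds (lowest to highest concentration) for 72 h at 37 degrees C before a luminescent ATP viability read.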
# HT1080 IDH1KD tx = kills HT-1080 cells with IDH1 knockdown; HT-1080 IDH1 knockdown viability, ATP luminescence, 48 h; Potency, µM (series often up to 46.1 µM), inactives show at the highest dose activity, negative = toxicity, actives largely listed as cytotoxic; hit rate 2% among 360,000; AID 686971;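 also: potency is read from the fitted curve at half-maximal effect; 0% = DMSO wells and -100% = cell-free medium wells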
#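 HT-1080-IDH1KD cells (IDH1 knocked down), 750/well in RPMI with 5% FBS, treated with compound 48 h at 37 degrees C. Viability by CellTiter-Glo luminescence, normalised to DMSO and no-cell wells; concentration-response curves classed.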
# MCF10A rerep = induces DNA re-replication in MCF 10a normal breast cells. MCF 10A DNA re-replication, Hoechst nuclear intensity, 48 h. Potency, µM (doses to about 46.1 µM), inactives show at the top dose activity, positive = re-replication, most hits filed as activators. hit rate 2.9% among 350,000. AID 624296; also: potency is read from the fitted curve at half-maximal effect; % of control where 0% means no effect; nearly all actives have a fitted effect of over 50% in size
# HEK293 tox = cytotoxicity counter-screen for GLP-1 receptor inverse agonists. HEK293 cAMP-luciferase reporter cells, luminescence, 24 h. Potency, µM (titrated, usually from 38.3 µM), for the others: at the highest dose activity change, negative = inhibition, hits mostly inhibitors. hit rate 0.13% among 410,000. AID 624418;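 also: loss of luciferase light is scored as toxicity; potency is read from the fitted curve at half-maximal effect; % is scaled to controls: 0 for no effect and ±100 for the full control effect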
#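 To flag toxic compounds, the library was rerun on cells for 24 hr at 37 deg C and 5% CO2. Viability-linked luminescence was captured 12 min after adding luciferase detection reagent.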
# HT1080NT lethal = kills 2HG-producing HT-1080-NT fibrosarcoma cells; HT-1080-NT fibrosarcoma viability, CellTiter-Glo ATP luminescence, 48 h; hit rate 1.6% among 360,000; Potency, µM (series often up to 46.1 µM), inactives show at the highest dose activity, negative = less viability, actives largely listed as cytotoxic; AID 686970;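 also: NT is the 2HG producing partner of a matched IDH1 knockdown line; potency is read from the fitted curve at half-maximal effect; 0% = DMSO-treated cells and -100% = media-only wells without cells; nearly all actives have a fitted effect of over 55% in size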
#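 Read-out is CellTiter-Glo luminescence after 10 minutes at room temperature, following 48 hours' compound treatment of HT-1080-NT cells (750 cells/well, RPMI, 5% FBS, 37 degrees C).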
# D3 ag = agonists of human D3 dopamine receptor; P35462; D3R DiscoveRx beta-arrestin cells, luminescence, 90 min; max activation, %; hit rate 0.58% among 410,000; in the data active = max activation above about 30%; also: 0% is about no effect; mostly tested at two doses, the higher about 12 µM
# Target sequence (P35462 whole entry, looked up): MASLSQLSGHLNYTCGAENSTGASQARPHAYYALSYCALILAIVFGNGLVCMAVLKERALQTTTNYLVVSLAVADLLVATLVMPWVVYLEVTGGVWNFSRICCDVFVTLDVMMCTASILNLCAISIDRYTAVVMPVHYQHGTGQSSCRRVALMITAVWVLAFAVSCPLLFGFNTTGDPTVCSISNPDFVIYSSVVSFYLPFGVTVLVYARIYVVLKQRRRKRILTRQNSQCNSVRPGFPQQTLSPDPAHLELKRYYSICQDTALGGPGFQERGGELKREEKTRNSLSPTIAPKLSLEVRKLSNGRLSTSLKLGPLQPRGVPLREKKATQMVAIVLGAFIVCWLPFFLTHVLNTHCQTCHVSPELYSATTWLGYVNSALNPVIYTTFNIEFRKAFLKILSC
#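 Agonist-mode cell screen: cells plated at 1500/well and incubated overnight at 37 °C, then exposed to library compounds for 90 min at 37 °C. Detection reagent was added for 30–60 min at room temperature, and luminescence was read.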
# * marks the source's active call; other numbers are inactive results; ? = inconclusive; · = no result given; [ ] = dose if it differs, or a comment. Unless noted, calls follow the shape of the dose curve; as a rule, active = well fitted curve in the direction sought with a large enough effect; inconclusive = small, poorly fitted or top-dose-only effect, or another doubt; inactive = no such curve, though single readings can be large; an effect the other way counts as inactive or inconclusive.
smiles	SW480 rereplic	IL-1B inflam inh	D3 ag	HT1080NT lethal	HT1080 IDH1KD tx	HEK293 tox	MCF10A rerep	KB-V1 MDR tox	KB-3-1 tox
Cc1ccc(NC(=O)CSCC(=O)Nc2nnc(C)s2)cc1	-11%	12	8	5%	3%	3%	1%	1%	15%
Cc1[nH]n(-c2cccc(Cl)c2)c(=O)c1/C=N/n1c(C)nc2ccccc2c1=O	?	70	1	?	?	-11%	?	7.3µM*	10µM*
Cn1c(=O)[nH]c(=O)c2c1nc1n2CC(COc2ccc3ccccc3c2)O1 (stereo unspecified)	-21%	37	14	-4%	0%	-27%	?	0%	-5%
Cc1cccc(NC(=O)Cn2c(C(F)(F)F)nc3ccccc32)c1C	·	·	-3	·	·	5%	·	14%	-7%
N#Cc1c(/N=C/c2cccnc2)sc2c1CCCC2	-49%[inhibitor]	1	27	0%	-4%	4%	1%	0%	-4%
O=C1C(=C2CCCCC2)SC(=S)N1Cc1ccco1	?	11	-10	-2%	?	?	19%	?	?
CSc1ccc(/C=N/NC(=O)c2ccc(-n3cnnn3)cc2)cc1	-4%	-2	-1	3%	-4%	-5%	20%	20%	1%
O=C(NCc1cccnc1)c1cc(C2CCCN(C(=O)c3ccc4c(c3)CCO4)C2)on1 (stereo unspecified)	·	19	1	20%	23%	3%	·	5%	0%
CCc1ccc(NC(=O)CS(=O)CC(=O)NCCCc2ccccc2)cc1 (stereo unspecified)	-8%	7	5	-11%	-5%	11%	-10%	1%	5%
COc1ccc(N=Cc2ccc(-c3ccccc3)o2)cc1	8%	-8	-5	-23%	?	-2%	-40%[inhibitor]	0%	0%
CC1CN(C(=O)c2cccc(C(=O)N3CC(C)OC(C)C3)c2)CC(C)O1 (stereo unspecified)	-5%	10	1	13%	15%	-10%	-2%	1%	12%
CCC(C)(C)C1CCc2[nH]nc(C(=O)NC(C)C)c2C1 (stereo unspecified)	-51%[inhibitor]	-18	5	6%	3%	-18%	?	-11%	-20%
CN1CCN(C(=O)N(c2ccccc2)c2ccccc2)CC1	2%	-4	6	7%	12%	-3%	3%	4%	58%
COc1cccc(C(O)c2nc(-c3cccc(C(=O)O)c3)cs2)c1 (stereo unspecified)	·	30	4	12%	0%	5%	·	1%	0%
CCn1c(SCC(=O)N2CCN(c3cccc(Cl)c3)CC2)nc2ccccc2c1=O	-3%	?	9	-5%	-11%	4%	?	9.2µM*	-4%
CC1CC2(CC(CN(C3CCCCC3)C3CCCCC3)OC2=O)C(=O)O1 (stereo unspecified)	·	19	-7	?	9%	3%	·	2%	0%
Cc1nc2cc(N)ccc2n1-c1ccccc1	-41%[inhibitor]	9	5	-10%	-17%	0%	-2%	-4%	6%
O=C(Cn1cnc2ccccc2c1=O)NCC(=O)N1CCOCC1	2%	-2	0	1%	0%	-1%	-1%	2%	0%
NC(=O)CSc1nc(-c2ccccc2)nc2c1CCCC2	0%	-2	-2	14%	14%	19%	4%	3%	-1%
C=CCC[C@H](Cc1ccc(F)cc1)C(=O)OC[C@@H](NC(=O)[C@@H](CC=C)CC(=O)N[C@H](CO)Cc1ccccc1)C(C)(C)C	1%	-29	-16	?	?	?	?	?	?
COc1cccc(CNc2ccc(F)c(Cl)c2)c1O	-1%	?	-10	-8%[9.24 µM]	1%	-10%	?	11%	9%
NC(=O)c1c(NC(=O)c2ccccc2F)sc2c1CCCC2	17%	-3	18	11%	1%	18%	?	-3%	-2%
Cn1c(-c2ccccc2)c(C#Cc2ccc(N)cc2)c2ccccc21	9.2µM*	-4	-13	-16%	-7%	-37%	12µM*	-2%	7%
CC(C(=O)NC1CCCc2ccccc21)N1CCN(c2ccc(F)cc2)CC1 (stereo unspecified)	?	-5	2	-19%	-24%	2%	?	-11%	-18%

# 12 compounds out of the list, sorted by molecular weight, lowest first.
smiles	SW480 rereplic	IL-1B inflam inh	D3 ag	HT1080NT lethal	HT1080 IDH1KD tx	HEK293 tox	MCF10A rerep	KB-V1 MDR tox	KB-3-1 tox
CCC(C)(C)C1CCc2[nH]nc(C(=O)NC(C)C)c2C1 (stereo unspecified)	-51%[inhibitor]	-18	5	6%	3%	-18%	?	-11%	-20%
NC(=O)CSc1nc(-c2ccccc2)nc2c1CCCC2	0%	-2	-2	14%	14%	19%	4%	3%	-1%
NC(=O)c1c(NC(=O)c2ccccc2F)sc2c1CCCC2	17%	-3	18	11%	1%	18%	?	-3%	-2%
O=C(Cn1cnc2ccccc2c1=O)NCC(=O)N1CCOCC1	2%	-2	0	1%	0%	-1%	-1%	2%	0%
Cc1ccc(NC(=O)CSCC(=O)Nc2nnc(C)s2)cc1	-11%	12	8	5%	3%	3%	1%	1%	15%
CSc1ccc(/C=N/NC(=O)c2ccc(-n3cnnn3)cc2)cc1	-4%	-2	-1	3%	-4%	-5%	20%	20%	1%
COc1cccc(C(O)c2nc(-c3cccc(C(=O)O)c3)cs2)c1 (stereo unspecified)	·	30	4	12%	0%	5%	·	1%	0%
CC1CN(C(=O)c2cccc(C(=O)N3CC(C)OC(C)C3)c2)CC(C)O1 (stereo unspecified)	-5%	10	1	13%	15%	-10%	-2%	1%	12%
CC(C(=O)NC1CCCc2ccccc21)N1CCN(c2ccc(F)cc2)CC1 (stereo unspecified)	?	-5	2	-19%	-24%	2%	?	-11%	-18%
O=C(NCc1cccnc1)c1cc(C2CCCN(C(=O)c3ccc4c(c3)CCO4)C2)on1 (stereo unspecified)	·	19	1	20%	23%	3%	·	5%	0%
CCn1c(SCC(=O)N2CCN(c3cccc(Cl)c3)CC2)nc2ccccc2c1=O	-3%	?	9	-5%	-11%	4%	?	9.2µM*	-4%
C=CCC[C@H](Cc1ccc(F)cc1)C(=O)OC[C@@H](NC(=O)[C@@H](CC=C)CC(=O)N[C@H](CO)Cc1ccccc1)C(C)(C)C	1%	-29	-16	?	?	?	?	?	?

# The list continues.
smiles	SW480 rereplic	IL-1B inflam inh	D3 ag	HT1080NT lethal	HT1080 IDH1KD tx	HEK293 tox	MCF10A rerep	KB-V1 MDR tox	KB-3-1 tox
C/C=C1\COC(C(=O)NCc2ccccc2)(C(F)(F)F)C=C1C=C(C)C (stereo unspecified)	-1%	2	-9	-1%	-2%	1%	-7%	13%	0%
COc1cccc(C(=O)NCc2cccnc2)c1	-16%	12	9	6%	9%	12%	-6%	-3%	28%
CCc1ccccc1Nc1cc(C(=O)NC(C)c2ccccc2)c2ccccc2n1 (stereo unspecified)	·	·	-21	·	·	-15%	·	-7%	-14%
O=C(NCCN1CCCC1=O)C1CCC(=O)N(CCc2ccc(Cl)cc2)C1 (stereo unspecified)	16%	-12	0	1%	-3%	-2%	-1%	·	·
CCNC(=O)Nc1nc2ccccc2s1	?	0	-2	8%	13%	-10%	-1%	-3%	4%
CN(C)CCCn1c(SCc2ccc(Cl)cc2)nnc1-c1ccncc1	-8%	-27	-3	-12%	3%	-4%	7%	?	-25%
Cc1ccc(C)c(OCCC(=O)OCC(=O)NCc2ccccc2)c1	-127%[inhibitor]	42	9	13%	5%	-8%	3%	10%	1%
COCCn1nnnc1C(c1ccc(OC)cc1)N1CCC(C)CC1 (stereo unspecified)	-2%	-4	5	-4%	5%	1%	-3%	2%	-9%
CCC(C)[C@@H](C(=O)Nc1ccc2c(c1)OCO2)N1Cc2ccccc2C1=O (stereo partly specified)	?	-17	7	-11%	-5%	?	20%	-18%	-16%
COc1ccc(OC)c(NC(=O)c2ccc(OCC(=O)N3CCOCC3)c(OC)c2)c1	-35%[inhibitor]	-21	0	12%	0%	-4%	14%	10%	-2%
CCOc1cccc(C(=O)NC(=S)Nc2cccc(C)c2)c1	0%	?	-5	7%	-8%	?	9%	9%	-3%
O=C(COC(=O)C1CCC1)Nc1cc(S(=O)(=O)N2CCCCC2)ccc1Cl	1%	-3	-15	-2%	-2%	13%	0%	-17%	-1%
CC(C)(C)C(=O)Nc1cccc(-c2nc3ccccc3c(=O)o2)c1	-18%	14	9	20%	14%	0%	?	-6%	-13%
CCOC(=O)[C@H]1[C@H]2COc3ccccc3[C@@H]2N2C(=O)CN(CC3CCCO3)C(=O)[C@@]12C (stereo partly specified)	-4%	0	0	0%	13%	5%	-4%	4%	10%
CC(Sc1ccccc1)C(=O)N1CCN(S(=O)(=O)c2cccc(Br)c2)CC1 (stereo unspecified)	-2%	8	-10	-22%	0%	7%	-3%	?	0%
CCN(CC)CCN1C(=O)C(O)=C(C(=O)c2cccs2)C1c1ccccn1 (stereo unspecified)	-1%	49	1	15%	-2%	7%	0%	-7%	-1%
O=C(Nc1ccc(S(=O)(=O)Nc2cnc3ccccc3n2)cc1)c1ccccc1Br	-5%	46	1	-20%	-3%	-7%	14%	-16%	-16%
O=C(Nc1ccc(F)c(Cl)c1)c1csc([C@H]2C[C@H](O)[C@@H](CO)O2)n1	·	-7	9	1%	0%	-1%	·	0%	0%
O=C1OCCC/C1=C\c1ccc2c(c1)OCO2	-28%	22	-3	0%	-6%	-1%	2%	-8%	1%
C/C(=N\NC(=O)c1ccc2c(c1)OCO2)c1ccc(C(=O)O)s1	-139%[inhibitor]	17	6	-4%	-17%	2%	-6%	1%	1%
COCCn1nnnc1C(c1cc2cc(C)ccc2[nH]c1=O)N1CCCCCC1 (stereo unspecified)	-1%	-25	-11	-9%	2%	18%	1%	0%	0%
